Screens: PubChem BioAssay, National Center for Advancing Translational Sciences (NCATS)
FEN1 inh: blocks human flap endonuclease 1; 390,000 compounds, 0.35% hits; Recombinant FEN1 flap cleavage, fluorescence, 15 min; Potency, µM (doses to about 114 µM), for inactives: at the highest dose activity change, negative = inhibition, usual class: inhibitors; AID 588795; P39748; note: nearly all actives have a fitted effect of over 65% in size
Target sequence (P39748 whole entry, looked up): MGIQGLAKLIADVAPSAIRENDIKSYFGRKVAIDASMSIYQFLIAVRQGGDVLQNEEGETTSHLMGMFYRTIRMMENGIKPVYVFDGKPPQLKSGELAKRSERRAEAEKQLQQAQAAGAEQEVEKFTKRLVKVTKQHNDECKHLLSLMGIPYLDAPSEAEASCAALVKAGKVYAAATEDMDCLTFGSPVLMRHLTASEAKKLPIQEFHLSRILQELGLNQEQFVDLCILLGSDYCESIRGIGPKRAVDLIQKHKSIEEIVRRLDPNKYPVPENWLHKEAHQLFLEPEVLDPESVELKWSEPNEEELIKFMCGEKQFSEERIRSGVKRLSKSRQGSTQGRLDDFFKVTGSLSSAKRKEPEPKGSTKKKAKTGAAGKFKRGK
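Read-out was taken twice, immediately and after 15 min, following addition of 50 nM substrate to 10 nM FEN1 that had sat with test compound for 15 min at room temperature. Curves came from a four-parameter Hill model.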
TDP1 block: TDP1 (human) enzyme inhibition; 350,000 compounds, 0.28% hits; Q9NUW8; recombinant TDP1, AlphaScreen DNA substrate cleavage; Potency, µM (series often up to 130 µM), for inactives: top-dose activity change, negative = inhibition, usual class: inhibitors; AID 485290; note: nearly all actives have a fitted effect of over 40% in size
Target sequence (Q9NUW8 whole entry, looked up): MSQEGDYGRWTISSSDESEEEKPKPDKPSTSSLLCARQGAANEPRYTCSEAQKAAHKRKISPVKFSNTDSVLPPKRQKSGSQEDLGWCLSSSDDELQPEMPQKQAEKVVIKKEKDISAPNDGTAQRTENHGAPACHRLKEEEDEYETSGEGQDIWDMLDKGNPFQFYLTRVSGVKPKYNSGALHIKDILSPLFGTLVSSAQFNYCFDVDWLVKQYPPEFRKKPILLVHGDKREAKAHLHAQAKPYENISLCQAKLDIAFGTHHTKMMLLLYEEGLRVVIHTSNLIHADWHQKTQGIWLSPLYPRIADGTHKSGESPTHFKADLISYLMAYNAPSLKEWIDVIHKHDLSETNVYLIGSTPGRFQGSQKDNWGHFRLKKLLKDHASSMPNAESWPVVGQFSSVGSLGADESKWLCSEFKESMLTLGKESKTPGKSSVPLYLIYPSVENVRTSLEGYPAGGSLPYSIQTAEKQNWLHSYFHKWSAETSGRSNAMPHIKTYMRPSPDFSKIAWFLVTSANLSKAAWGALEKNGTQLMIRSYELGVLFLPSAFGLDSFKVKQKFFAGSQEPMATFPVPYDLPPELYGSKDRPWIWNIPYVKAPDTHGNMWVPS
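Tdp1 1 nM final; 15 min RT w/ cpd; substrate 15 nM, 5 min; beads 10 ug/ml, 10 min; AlphaScreen read. Neg ctrl: no enzyme.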
N370S GC: inhibitors or activators of N370S glucocerebrosidase for Gaucher disease. N370S GC spleen homogenate, 4MU-glucoside fluorescence. Potency, µM (highest dose often 59.4 µM), inactives show top-dose activity change, negative = inhibition, most hits filed as inhibitors. 330,000 compounds, 0.092% hits. AID 2101;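 note: 0% = full enzyme activity and -100% = no enzyme basal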
* = called active by the depositor; ? = inconclusive; . = no result given; & = joins results of further samples; [ ] = dose if it differs, or a comment. Calls come from the whole dose curve; as a rule, active = well fitted curve in the direction sought with a large enough effect; inconclusive = small, poorly fitted or top-dose-only effect, or another doubt; inactive = no such curve, though single readings can be large; an effect the other way counts as inactive or inconclusive. Unless noted, % is set by controls: 0 for no effect and ±100 for the full control effect; potency is the fitted concentration of half-maximal effect. Hits appear at their usual frequency. Share with any hit: about 0.53%.

Each structure is followed by: FEN1 inh, TDP1 block, N370S GC
CCn1c(SCc2nc3sc(C(=O)O)c(C)c3c(=O)[nH]2)nnc1-c1ccc(Cl)cc1
 : -7%, 0%, 15%
O=c1ccc(S(=O)(=O)N2CCCC2)cn1Cc1nc(-c2ccc(F)cc2)no1
 : -10%, -3%, -5%
CC(C)CCN1CC(O)=C(c2nc(-c3ccc(Cl)cc3)cs2)C1=N
 : 7%, -5%, ?
CCc1ccccc1NC(=O)c1sc(-n2nc(C)c(Cc3ccc4c(c3)OCO4)c2C)nc1C
 : 19%, -2%, .
Cc1ccc2c(c1)N(C(=O)CCC(=O)NCCCN1CCOCC1)CCO2
 : 3%, ., -4%
CSc1ccc(/C=N\NC(=O)CC(=O)NC(C)C)cc1
 : 14%, -1%, -3%
CC(=O)NC(CC(=O)Nc1nc(-c2ccc(N(C)S(C)(=O)=O)cc2)cs1)c1ccccc1 (stereo not given)
 : -3%, 8%, -2%
Cc1cccc(Cn2c(SCCN3CCCCC3)nc3c2c(=O)[nH]c(=O)n3C)c1
 : 5%, ., -8%
O=S(=O)(c1ccc(=S)[nH]c1)N1CCCC1
 : 3%, 0%, .
CC(=O)n1cc([C@H]2C=C(C(=O)N3CCN(Cc4ccccc4)CC3)O[C@@H](OCCCCO)C2)c2ccccc21
 : -4%, 5%, 19%
CC1CN(S(=O)(=O)c2ccc(NC(=O)c3ccco3)cc2)CC(C)O1 (stereo not given)
 : -9%, 4%, -6%
O=C(O)c1ccc(Cl)c(S(=O)(=O)Nc2ccc3cn[nH]c3c2)c1
 : -12%, ., 10%
CCN(CC)S(=O)(=O)c1ccc(N2CCOCC2)c(NC(=O)COc2ccccc2C)c1
 : 4%, 0%, .
COCc1cc(C)nc(OCC(=O)N/N=C/c2ccco2)c1C#N
 : -2%, -3%, -3%
CC(C)CC(CSc1ccc(Br)cc1)N1CCN(C)CCC1=O (stereo not given)
 : -4%, 8%, ?
COc1ccc(NS(=O)(=O)c2c(C)nc3scc(C)n3c2=O)cc1
 : -2%, 5%, .
CSCCC(NC(=O)c1ccc(Cl)cc1)C(=O)OCC(=O)c1ccc[nH]1 (stereo not given)
 : 9%, 5%, -2%
COc1ccc(C)cc1NC(=O)Cn1c(=O)ccc2cc(S(=O)(=O)N3CCCC3)ccc21
 : -12%, 4%, .
COc1ccc(C(=O)c2oc3ccccc3c2NC(=O)COc2cccc(C)c2)cc1
 : -9%, -1%, .
CC12CN3CC(C)(CN(C1)C3c1ccccc1Cl)C2O (stereo not given)
 : 10%, 2%, -5%

3 consecutive entries from above:
Each structure is followed by: FEN1 inh, TDP1 block, N370S GC
CCn1c(SCc2nc3sc(C(=O)O)c(C)c3c(=O)[nH]2)nnc1-c1ccc(Cl)cc1
 : -7%, 0%, 15%
O=c1ccc(S(=O)(=O)N2CCCC2)cn1Cc1nc(-c2ccc(F)cc2)no1
 : -10%, -3%, -5%
CC(C)CCN1CC(O)=C(c2nc(-c3ccc(Cl)cc3)cs2)C1=N
 : 7%, -5%, ?

Carrying on:
Each structure is followed by: FEN1 inh, TDP1 block, N370S GC
CCn1nc(NS(=O)(=O)c2ccc(NC(C)=O)cc2)c2cc3cc(C)ccc3nc21
 : 2%, 7%, -1%
CC(C)(C)c1ccc(C(=O)NCCCn2ccnc2)cc1
 : 10%, ., -8%
CC(C)C(=O)Nc1cccc(-c2nc3ccccc3c(=O)o2)c1
 : -10%, -13%[56.1 µM], 11%
Cc1[nH]nc2c1C(c1ccccc1F)NC2=O (stereo not given)
 : 1%, 6%, 2%
O=C(C1CCCN(S(=O)(=O)c2ccccc2)C1)N1CCCCC1 (stereo not given)
 : 0%, 3%[56.1 µM], -10%
C[n+]1ccn(CC(=O)c2ccc(Br)cc2)c1
 : -7%, -3%, 12%
CCCc1nnc(NC(=O)C(CC)OC(=O)c2cc(C)nc3ccccc23)s1 (stereo not given)
 : -16%, 6%, ?
O=C1OCCC1Sc1nc2ccccc2c(=O)n1-c1ccc(F)cc1 (stereo not given)
 : 1%, 5%, -3%
O=c1cc(O)c2sc(Nc3ccc(Cl)c(F)c3)nc2[nH]1
 : -34%, ., ?
O=C(O)CCCC(=O)NCCCCc1ccccc1
 : 13%, -2%, 25%
COc1ccc2c(c1)O[C@@H](c1ccc3c(c1)OCO3)[C@H](OC(=O)NCCc1ccc(OC)c(OC)c1)C2=O
 : ., 8%, 2%
CN(C)C(=O)N1CCN(C(=O)N(C)C)CC1
 : -1%, -4%, 4%
Cc1cc(C)c2c(=O)nc(SCc3ccccc3C)n(C3CC3)c2n1
 : 6%, 3%, .
C=CCN1C(=O)C(Cc2cccc(Cl)c2)S/C1=N/N=C/c1ccco1 (stereo not given)
 : -1%, -1%, 9%
CC(C)CNC(=O)C1CCN(Cc2ccc(OCc3ccccc3)cc2)CC1
 : 9%, 0%, 10%
O=C(NC1CCCCC1)c1ccccc1NC(=O)C1CC(=O)N(c2ccccc2)C1 (stereo not given)
 : 10%, 4%, 3%
O=C(CSc1ccc(-c2ccccc2)nn1)NCC1CCCO1 (stereo not given)
 : 3%, 6%, 10%
CC(C)[C@H](NC(=O)[C@H](Cc1ccccc1)n1c(=O)[nH]c2ccccc2c1=O)C(=O)N1CCC[C@@H]1C(=O)O
 : 6%, ., -3%
COc1cc2c(cc1OC)C(C)N(C(=O)Cn1ncc3c1-c1ccccc1OC3)CC2 (stereo not given)
 : -17%, 3%, -6%
O=C(c1cc2ccccc2o1)N(Cc1ccco1)Cc1cccs1
 : ?, ., ?

Another view of 5 compounds above:
FEN1 inh	TDP1 block	N370S GC	canonical_smiles
-4%	8%	?	CC(C)CC(CSc1ccc(Br)cc1)N1CCN(C)CCC1=O (stereo not given)
-2%	5%	.	COc1ccc(NS(=O)(=O)c2c(C)nc3scc(C)n3c2=O)cc1
9%	5%	-2%	CSCCC(NC(=O)c1ccc(Cl)cc1)C(=O)OCC(=O)c1ccc[nH]1 (stereo not given)
-12%	4%	.	COc1ccc(C)cc1NC(=O)Cn1c(=O)ccc2cc(S(=O)(=O)N3CCCC3)ccc21
-9%	-1%	.	COc1ccc(C(=O)c2oc3ccccc3c2NC(=O)COc2cccc(C)c2)cc1

Going on with the list.
| canonical_smiles | FEN1 inh | TDP1 block | N370S GC |
| --- | --- | --- | --- |
| C=CCNC(=O)N1CCC(CO)(Cc2ccc(Cl)cc2)CC1 | -2% | -1% | 7% |
| Cn1cc(S(=O)(=O)NCc2cccs2)c(=O)n(C)c1=O | 1% | 5% | -8% |
| CC1(C)CC(=O)C=C(NCCc2ccc(S(N)(=O)=O)cc2)C1 | -2% | -5% | 2% |
| O=C(Cn1c(=O)n(-c2ccc(F)cc2)c(=O)c2sccc21)N1CCCC1 | -4% | 4% | -2% |
| Cc1ccc(NC(=O)CCS(=O)(=O)c2cccc3nonc23)c(Br)c1 | 2% | 8% | 0% |
| CCCN(CC(=O)Nc1ccccc1C)C(=O)c1ccc(N2CCCC2=O)cc1 | 19% | 1% | . |
| O=C(Nc1ccccc1N1CCN(C(=O)c2ccc(Cl)cc2)CC1)c1cccc([N+](=O)[O-])c1 | -11% | -1% | -3% |
| CC1CCCCC12NC(=O)N(CC(=O)N1CCN(c3ccccc3)CC1)C2=O (stereo not given) | -7% | -5% | . |
| O=C(NCC1CCCO1)c1cncc(Br)c1 (stereo not given) | 1% | -6% | 4% |
| NC(=O)CC[C@@H](N)C(=O)O | . | 4% | 1% |
| Nc1nonc1-n1nnc(C(=O)N/N=C/c2cccc(Cl)c2Cl)c1CN1CCCC1 | 17% | 1% | -25% |
| O=C(COC(=O)c1ccc([N+](=O)[O-])o1)c1ccccc1 | -14% | 4% | 5% |
| Cc1ccc(S(=O)(=O)NCCSc2ncccn2)cc1 | -2% | 3% | 9% |
| Fc1ccc(CSc2ccc3nnc(-c4cccnc4)n3n2)cc1 | ? | 2% | 2% |
| OCCCN1c2ccccc2Nc2nnc(-c3ccccc3)cc21 | -16% | 10% | 5% |
| COc1ccc(C(CNC(=O)c2ccc(NS(=O)(=O)c3ccccc3)cc2)N2CCOCC2)cc1 (stereo not given) | 1% | 1% | ? |
| CN(C(=O)C12CC3CC(CC(C3)C1)C2)C1(C)CCS(=O)(=O)C1 (stereo not given) | -12% | 4% | ? |
| COCCn1nnnc1C(c1ccc(OC)cc1OC)N1CCN(c2ccccc2)CC1 (stereo not given) | -9% | 2% | 7% |
| O=C(COc1ccc(Cl)cc1)NN=C1CCCCCCC1 | 4% | 3% | -2% |
| OCCCNCc1ccc(-c2ccccc2)cc1 | -3% | 3% | 8% |
| NC(=O)c1ccc(NC(=O)CN2C(=O)NC3(CCCCCCC3)C2=O)cc1 | -3% | 0% | . |
| COc1ccccc1NC(=O)c1c(C)nn(-c2ccccc2)c1Cl | 9% | . | 11% |
| O=C(NCC1CCCO1)c1cc(C(=O)C2CCCCC2)c[nH]1 (stereo not given) | -5% | 1% | 3% |
| O=C(NNC(=O)c1ccccc1-n1cccc1)c1ccccc1 | 0% | 2% | 6% |
| CC1CCN(c2ccc3c(c2)S(=O)(=O)c2cccc(C(=O)NCc4ccc(F)cc4)c2C3=O)CC1 | -6% | 1% | . |
| O=C(CSc1nc2ncccc2[nH]1)Nc1ccc2c(c1)OCCO2 | 1% | 5% | -9% |
| COc1cc(OC)cc(C(=O)N(Cc2cc3cc(C)ccc3[nH]c2=O)C(C)C)c1 | -13% | -9% | 10% |
| CSc1ccc(NC(=O)c2cccnc2)cc1C#N | -4% | 0% | -5% |
| CC(=O)c1c[nH]c(C(=O)NCC2CCCO2)c1 (stereo not given) | 9% | 1% | 2% |
| CCn1nc(C)c(CNCc2cn[nH]c2-c2cc3ccccc3o2)c1C | 2% | . | -2% |
| C=CCn1c(O)c(N=Nc2ccccc2)c2ccccc21 | 0% | . | -4% |
| O=S(=O)(c1cccc(S(=O)(=O)N2CCOCC2)c1)N1CCCCCC1 | 21% | . | -14% |
| Cc1ccc(CNC(=O)Nc2ccc(F)cc2F)n1C | -15% | . | 5% |
| COc1ccc(C(=O)NCC(=O)N/N=C(\C)Cc2ccccc2)cc1 | -8% | 8% | -6% |
| Cc1ccc2c(C(=O)N3CCN(c4ccccc4)CC3)cc(-c3cccnc3)nc2c1C | -14% | 3% | 0% |
| O=C(CCCCCBr)N1CCC(CC2CC(c3ccc(Cl)cc3)=NO2)(C(=O)NCC2CCCCC2)CC1 (stereo not given) | 4% | . | -4% |
| CCc1ccccc1Nc1ncnc2c1cnn2-c1ccc(C)cc1C | -11% | 4% | . |
| CCC(C)OC(=O)C1C(c2ccccc2)C(C(=O)O)C1c1ccccc1 (stereo not given) | 9% | 3% | -2% |
| COc1ccc(NC2=Nc3ccccc3N3C2=Nc2c(c(C)nn2-c2ccc(C)cc2)C3c2cccnc2)cc1 (stereo not given) | -1% | 1% | 5% |
| CCOc1ccccc1N1CCN(C(=O)CCCc2nc3ccccc3s2)CC1 | 4% | 1% | 5% |
| O=C(NCC(=O)N1CCCC1)c1cccs1 | 7% | 7% | -1% |
| CN(CC(=O)Nc1ccc(F)cc1)C(=O)c1ccccc1Sc1ccccc1C#N | -2% | -6% | -1% |
| S=C(NCC(c1ccco1)N1CCCC1)Nc1ccccc1 (stereo not given) | -7% | -6% | -3% |
| Cc1sc2nc(SCc3nc(-c4ccccc4)no3)n(-c3ccccc3)c(=O)c2c1C | -1% | 1% | 9% |
| Cc1ccccc1N(CC(=O)O)S(C)(=O)=O | 10% | 5% | 10% |
| CC(=O)Nc1ccc(NC(=O)C(C)OC(=O)CCCOc2ccc(Cl)c(C)c2)cc1 (stereo not given) | 1% | 0% | -3% |
| CSc1nc(O)c(C(c2ccccc2)c2c(O)nc(SC)[nH]c2=O)c(=O)[nH]1 | 18% | 3% | 5% |
| Cc1cc(C)nc(-n2nc(C)c3c(C(F)(F)F)cc(=O)[nH]c32)n1 | -8% | 1% | -4% |
| C/C(=N\NC(=O)c1ccc(COc2ccccc2)cc1)c1ccncc1 | -5% | -14% | -14% |
| COc1ccc(NC(=O)CC(CC(=O)O)c2cc(OC)c(OC)c(OC)c2)cc1 (stereo not given) | 28% | 5% | -25% |

The listing continues.
| canonical_smiles | FEN1 inh | TDP1 block | N370S GC |
| --- | --- | --- | --- |
| Cc1cccc(NC(=S)N=Nc2c(O)[nH]c3ccccc23)c1 | -12% | 9% | 10% |
| CCc1nn(CCCC(=O)NCc2ccc(C)cc2)c(=O)c2cc3occc3n12 | -2%&-7% | 2%&8% | -2% |
| CSc1ncccc1C(=O)NC1CCCc2c1cnn2-c1ccc(C)c(C)c1 (stereo not given) | -8% | 1% | -8% |
| COCCCn1cc(C(=O)c2cc(OC)ccc2OCC(=O)N2CCCCC2C)cc(C#N)c1=O (stereo not given) | -2% | 2% | -9% |
| Cc1ccc(Cl)cc1N1CCN(C(=O)c2noc3c2CCCC3)CC1 | -13% | 0% | . |
| COc1ccc(CN2CCN(C(=O)c3cccs3)CC2)cc1 | 2% | 5% | 2% |
| CCn1cc([N+](=O)[O-])c(C(=O)N2CCCC2)n1 | -3% | 9% | -5% |
| CCOc1ccc(C2CC(=O)Nc3cc4c(cc32)OCO4)cc1OC (stereo not given) | -2% | 2% | . |
| Cc1cc(F)c(F)c(C(=O)N2CCC(C)CC2)c1Cl | 19% | 3% | -4% |
